Pol kappa inh – inhibitors of human DNA polymerase kappa | purified Pol kappa, fluorescent DNA synthesis assay, 10 min | actives 0.53% (n = 400,000) | Q9UBT6 | AID 588579 | Potency, µM (series often up to 107 µM), without a hit: at the highest dose activity, negative = inhibition, actives largely listed as inhibitors; also: potency is read from the fitted curve at half-maximal effect; % is scaled to controls: 0 for no effect and ±100 for the full control effect
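Fluorescent qHTS in 1536-well format: enzyme (10 nM) and compound sat 15 min at room temperature before 50 nM substrate (final) was added. Signal taken at 0 and 10 min; no-enzyme buffer wells were negative controls.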
Anesthetic bind – candidate novel general anesthetic via apoferritin binding; P02791; apoferritin/1-aminoanthracene competitive binding, fluorescence; Potency, µM (titrated, usually from 77.5 µM), without a hit: top-dose activity change, negative = displacement, usual class: inhibitors; actives 0.074% (n = 350,000); AID 485281; also: potency is read from the fitted curve at half-maximal effect; % is scaled to controls: 0 for no effect and ±100 for the full control effect; nearly all actives have a fitted effect of over 20% in size
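Probe: 1-aminoanthracene (50% saturated, PBS). Protein: horse-spleen apoferritin, 10 uM. Incubation: 10 min, room temperature. Detection: 380 nm excitation, 535 nm emission. Analysis: normalized response, four-parameter Hill.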
Pol iota inh – blocks human DNA polymerase iota activity. Pol iota fluorescent replication assay, 10 min. Potency, µM (highest dose often 115 µM), for the others: at the top dose activity, negative = inhibition, usual class: inhibitors. actives 1% (n = 390,000); also: potency is read from the fitted curve at half-maximal effect
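Fluorescent replication assay read twice, at 0 min and 10 min after adding 50 nM (final) substrate. Enzyme (10 nM) and compounds were first incubated 15 min at room temperature; enzyme-free buffer wells were negative controls.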
Pol beta inh – inhibitors of human DNA polymerase beta. Pol beta primer extension/strand displacement, fluorescence kinetic. actives 1.3% (n = 340,000). P06746. Potency, µM (highest dose often 114 µM), inactives show top-dose activity change, negative = inhibition, usual class: inhibitors; also: potency is read from the fitted curve at half-maximal effect; % is scaled to controls: 0 for no effect and ±100 for the full control effect
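10 nM enzyme + cpd, 15 min RT; start with substrate 50 nM final; read 0 min and after 10 min RT. Corrected, normalized data; 4-parameter Hill curve fit.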
BLM helicase inh – Bloom syndrome helicase (human) inhibition; Potency, µM (doses to about 56.1 µM), without a hit: at the top dose activity change, negative = inhibition, most hits filed as inhibitors; AID 2528; actives 0.2% (n = 350,000); recombinant BLM DNA unwinding, fluorescence dequenching; P54132;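 also: potency is read from the fitted curve at half-maximal effect; plate controls were vehicle for no effect and no enzyme for full effect; nearly all actives have a fitted effect of over 35% in size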
POLH inh – blocks human DNA polymerase eta activity | recombinant Pol eta, fluorescent DNA replication assay | Potency, µM (series often up to 114 µM), inactives show top-dose activity change, negative = inhibition, usual class: inhibitors | actives 1.2% (n = 390,000) | AID 588591; also: potency is read from the fitted curve at half-maximal effect; % is scaled to controls: 0 for no effect and ±100 for the full control effect
Target sequence (Q9Y253 whole entry, looked up): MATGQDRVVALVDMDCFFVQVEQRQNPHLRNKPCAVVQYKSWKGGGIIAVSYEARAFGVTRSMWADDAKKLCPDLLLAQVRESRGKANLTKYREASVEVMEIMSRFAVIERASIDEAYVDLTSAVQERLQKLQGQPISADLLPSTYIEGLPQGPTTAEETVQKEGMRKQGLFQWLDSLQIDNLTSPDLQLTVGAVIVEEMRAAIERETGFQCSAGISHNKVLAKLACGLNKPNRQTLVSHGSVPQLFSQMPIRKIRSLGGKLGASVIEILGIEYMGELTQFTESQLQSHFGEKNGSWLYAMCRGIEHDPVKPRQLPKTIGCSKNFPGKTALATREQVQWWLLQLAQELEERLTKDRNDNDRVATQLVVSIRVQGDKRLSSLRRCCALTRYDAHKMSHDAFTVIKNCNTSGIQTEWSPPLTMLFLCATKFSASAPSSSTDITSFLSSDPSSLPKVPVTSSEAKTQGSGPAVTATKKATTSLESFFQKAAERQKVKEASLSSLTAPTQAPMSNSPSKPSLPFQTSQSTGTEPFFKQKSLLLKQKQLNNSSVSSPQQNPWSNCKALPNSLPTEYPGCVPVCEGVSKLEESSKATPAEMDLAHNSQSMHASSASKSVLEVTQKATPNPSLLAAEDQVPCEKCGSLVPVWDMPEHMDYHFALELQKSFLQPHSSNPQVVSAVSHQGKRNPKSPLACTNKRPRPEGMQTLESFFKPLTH
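Pol eta at 10 nM preincubated with compounds 15 min at room temperature; reaction started with fluorescent substrate (50 nM final) and read kinetically at 0 and 10 min.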
PGK inhibitor – blocks T. brucei phosphoglycerate kinase | PGK/GAPDH coupled, Kinase-Glo luminescence, 60 min | P07378 | Potency, µM (doses to about 57.5 µM), without a hit: at the highest dose activity change, negative = inhibition, usual class: inhibitors | actives 0.043% (n = 380,000); also: potency is read from the fitted curve at half-maximal effect; % is scaled to controls: 0 for no effect and ±100 for the full control effect; nearly all actives have a fitted effect of over 60% in size
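Recombinant glycosomal PGK reaction used 1,3-bisphosphoglycerate generated in-well by GAPDH (100nM final) in 100mM TEA pH 7.6, 5mM MgCl2, 0.01% Tween-20. After 60 minutes at room temperature, ATP was read by Kinase-Glo Plus luminescence end-point.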
APE1 inh – blocks human APE1 abasic DNA cleavage | actives 0.35% (n = 350,000) | recombinant APE1, TAMRA/BHQ-2 abasic DNA cleavage fluorescence | Potency, µM (titrated, usually from 65.8 µM), for inactives: at the top dose activity change, negative = inhibition, actives largely listed as inhibitors | AID 2517;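 also: potency is read from the fitted curve at half-maximal effect; plate controls were vehicle for no effect and reference inhibitor for full effect; nearly all actives have a fitted effect of over 55% in size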
Target sequence (P27695 whole entry, looked up): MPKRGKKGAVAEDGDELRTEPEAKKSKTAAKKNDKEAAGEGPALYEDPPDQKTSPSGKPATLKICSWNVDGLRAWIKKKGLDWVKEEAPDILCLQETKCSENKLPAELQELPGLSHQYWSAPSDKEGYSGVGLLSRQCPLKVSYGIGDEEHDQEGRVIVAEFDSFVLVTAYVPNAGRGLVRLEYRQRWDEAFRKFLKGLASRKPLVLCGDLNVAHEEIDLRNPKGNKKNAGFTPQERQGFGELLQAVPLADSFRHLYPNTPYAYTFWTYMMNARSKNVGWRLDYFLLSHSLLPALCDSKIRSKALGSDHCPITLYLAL
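Readout is kinetic fluorescence (ex 525, em 598 nm) from cleavage of 50 nM TAMRA/BHQ-2 THF abasic duplex by 0.75 nM APE1, compound added 15 min beforehand at RT.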
RXFP1 antagonist – blocks the human relaxin receptor RXFP1; activity change, negative = inhibition, % at 57.5 µM; actives 0.59% (n = 350,000); Q9HBX9; HEK293-RXFP1, relaxin-stimulated cAMP HTRF, 30 min; stronger effect = lower value;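 active = activity change of -60% or lower, but not beyond a set lower limit; inconclusive = change between -60% and -40%, or beyond the set limit; inactive = change above -40%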; also: % is scaled to controls: 0 for no effect and ±100 for the full control effect
An asterisk follows results filed as active; [ ] = another dose, or the depositor's remark. Unless noted, calls follow the shape of the dose curve; as a rule, active = well fitted curve in the direction sought with a large enough effect; inconclusive = small, poorly fitted or top-dose-only effect, or another doubt; inactive = no such curve, though single readings can be large; an effect the other way counts as inactive or inconclusive.

What do the screens show for `COc1ccc(NC(=O)Nc2c(C)noc2-c2ccccc2)cc1`?
Pol kappa inh: 16%; Anesthetic bind: -3%; Pol iota inh: 25%; Pol beta inh: 26%; BLM helicase inh: -2%; POLH inh: -11%; PGK inhibitor: inactive; APE1 inh: -8%; RXFP1 antagonist: -6

How did CC1CCCN(c2ncnc3c2cnn3-c2ccccc2)C1 (stereo not given) do in these assays?
Pol kappa inh: 17%; Anesthetic bind: 3%; Pol iota inh: 3%; Pol beta inh: 9%; BLM helicase inh: -8%; POLH inh: -10%; PGK inhibitor: -1%; APE1 inh: -4%

Results for CCC(=O)Nc1ccc2nc(SCCOc3ccc(C)cc3)sc2c1 ?
Pol kappa inh: -3%; Anesthetic bind: 3%; Pol iota inh: 4%; Pol beta inh: -21%; BLM helicase inh: -1%; POLH inh: -3%; PGK inhibitor: -3%

What do the screens show for `COc1ccc(Cn2c(=O)n(-c3ccc(C)cc3)c(=O)c3c2c2cc(C)ccc2n3C)cc1`?
Pol kappa inh: -5%; Anesthetic bind: -4%; Pol iota inh: -13%; Pol beta inh: -25%; BLM helicase inh: 0%; POLH inh: -3%; PGK inhibitor: inactive

How did CC(Cc1ccco1)NC(=O)c1ccc(C(F)(F)F)cc1 (stereo not given) do in these assays?
Pol kappa inh: 0%; Anesthetic bind: 5%; Pol iota inh: 13%; Pol beta inh: 89%; BLM helicase inh: -5%; POLH inh: -19%; PGK inhibitor: inactive; APE1 inh: 9%; RXFP1 antagonist: -18

How did O=S1(=O)C=C(SCc2ccccc2)Nc2ccccc21 do in these assays?
Pol kappa inh: -12%; Anesthetic bind: inconclusive; Pol iota inh: 5%; Pol beta inh: 8%; BLM helicase inh: -2%; POLH inh: -13%; PGK inhibitor: 6%; APE1 inh: -1%; RXFP1 antagonist: -1

How did CCOc1ccc(NC(=O)NCc2cccnc2)cc1 do in these assays?
Pol kappa inh: 13%[60.1 µM]; Anesthetic bind: -5%; Pol iota inh: 39%[activator]; Pol beta inh: 13%; BLM helicase inh: -3%; POLH inh: -16%; PGK inhibitor: inactive; APE1 inh: 9%; RXFP1 antagonist: -8

What do the screens show for `CC1CCN(c2ccc3nnc(CCC(=O)Nc4ccc(F)c(F)c4)n3n2)CC1`?
Pol kappa inh: -15%; Anesthetic bind: -12%; Pol iota inh: 4%; Pol beta inh: 4%; BLM helicase inh: -1%; POLH inh: inconclusive; PGK inhibitor: -8%; APE1 inh: -3%; RXFP1 antagonist: 4

How did CCC[C@@H](O)c1cc2cc(OC)c(OC)cc2c(=O)o1 do in these assays?
Pol kappa inh: -1%; Pol iota inh: inconclusive; POLH inh: 7%; PGK inhibitor: -2%; APE1 inh: 14%

How did CCc1nnc(NC(=O)c2cc(=O)c3cc(C)c(C)cc3o2)s1 do in these assays?
Pol kappa inh: -3%; Anesthetic bind: 1%; Pol iota inh: 2%; Pol beta inh: 3%; BLM helicase inh: 3%; POLH inh: 8%; PGK inhibitor: 1%; RXFP1 antagonist: -10

What do the screens show for `CC(C)c1onc(C(=O)N2CCC(C(N)=O)CC2)c1[N+](=O)[O-]`?
Pol kappa inh: 0%; Anesthetic bind: -5%; Pol iota inh: 19%; Pol beta inh: 1%; BLM helicase inh: 1%; POLH inh: 4%; PGK inhibitor: -7%; APE1 inh: 16%; RXFP1 antagonist: 3

Results for Cc1ccc(SC(=O)c2c(C)noc2-c2cc(C)on2)cc1 ?
Pol kappa inh: -1%; Anesthetic bind: 0%; Pol iota inh: 25%; Pol beta inh: 1%; BLM helicase inh: -2%; POLH inh: -1%; PGK inhibitor: -1%; APE1 inh: 13%; RXFP1 antagonist: -15

What do the screens show for `COc1ccc2c(c1)CCc1cn[nH]c1-2`?
Pol kappa inh: -1%; Anesthetic bind: 2%; Pol iota inh: -17%; Pol beta inh: 61%; BLM helicase inh: -5%; POLH inh: -7%; APE1 inh: -6%; RXFP1 antagonist: 6

Results for Cc1ccnc(NC(=O)c2ccoc2C)c1 ?
Pol kappa inh: 4%; Anesthetic bind: 9%; Pol iota inh: 122%[activator]; Pol beta inh: 0%; BLM helicase inh: -2%; POLH inh: -9%; PGK inhibitor: inconclusive; APE1 inh: -8%; RXFP1 antagonist: 5

What do the screens show for `Cc1nnc(N2CCCC(C(=O)NCCN(C)C)C2)c2nn(-c3ccccc3)c(C)c12` (stereo not given)?
Pol kappa inh: -6%; Anesthetic bind: -8%; Pol iota inh: 7%; Pol beta inh: 5%; BLM helicase inh: 3%; POLH inh: -15%; PGK inhibitor: -8%; RXFP1 antagonist: -9

What do the screens show for `Cc1cccc(Cn2ccc(-c3ccc(Cl)cc3)c(C#N)c2=O)c1`?
Pol kappa inh: -2%; Anesthetic bind: -11%; Pol iota inh: -5%; Pol beta inh: -6%; BLM helicase inh: 1%; POLH inh: -15%; PGK inhibitor: -1%; APE1 inh: -6%; RXFP1 antagonist: -3

Results for CCC1=NN(C(=O)Cc2ccc([N+](=O)[O-])cc2)C(O)(c2ccc(Br)cc2)C1 (stereo not given) ?
Pol kappa inh: -6%; Anesthetic bind: -5%; Pol iota inh: 18%; Pol beta inh: 6%; BLM helicase inh: -3%; POLH inh: -22%; PGK inhibitor: 7%; APE1 inh: 12%; RXFP1 antagonist: -10

Results for O=C(NCCCN1CCN(c2ccc(F)cc2)CC1)Nc1ccc([N+](=O)[O-])cc1 ?
Pol kappa inh: 6%; Anesthetic bind: -17%; Pol iota inh: 30%; Pol beta inh: -8%; BLM helicase inh: -2%; POLH inh: -11%; PGK inhibitor: inactive; APE1 inh: -4%; RXFP1 antagonist: -13

How did COCCn1nnnc1C(c1cc2cc(C)ccc2[nH]c1=O)N1CCCCCC1 (stereo not given) do in these assays?
Pol kappa inh: 0%; Anesthetic bind: -10%; Pol iota inh: 56%[activator]; Pol beta inh: 33%; BLM helicase inh: -3%; POLH inh: -9%; PGK inhibitor: -3%; APE1 inh: -3%; RXFP1 antagonist: -7

Results for CCOc1cccc(/C=N/NC(=O)c2ccc3c(c2)OCCO3)c1O ?
Pol kappa inh: 3%; Anesthetic bind: 4%; Pol iota inh: -11%; Pol beta inh: -12%; BLM helicase inh: -9%; POLH inh: -12%; PGK inhibitor: inactive; APE1 inh: 6%; RXFP1 antagonist: -14

What do the screens show for `COc1ccc(N2C(=O)C3CCCN3C2c2ccc(Cl)cc2)cc1` (stereo not given)?
Pol kappa inh: -1%; Anesthetic bind: -4%; Pol iota inh: 24%; Pol beta inh: -2%; BLM helicase inh: -2%; POLH inh: -6%; PGK inhibitor: 5%; APE1 inh: -1%

What do the screens show for `Clc1ccc(C[n+]2cc(-c3ccccc3)n3c2CCC3)cc1`?
Pol kappa inh: 1%; Anesthetic bind: -1%; Pol iota inh: 73%[activator]; Pol beta inh: 7%; BLM helicase inh: 3%; POLH inh: -18%; PGK inhibitor: -2%; APE1 inh: 2%; RXFP1 antagonist: 22

What do the screens show for `CCOc1ccc(CC(=O)NCCS(=O)(=O)N2CCN(c3ccccc3OC)CC2)cc1`?
Pol kappa inh: -8%[60.1 µM]; Anesthetic bind: 4%; Pol iota inh: 11%; Pol beta inh: 16%; BLM helicase inh: 0%; POLH inh: -11%; PGK inhibitor: -3%; RXFP1 antagonist: -2

How did CCCCNS(=O)(=O)c1ccc2nc(-c3cccnc3)cc(C(=O)NCCCOC)c2c1 do in these assays?
Pol kappa inh: -11%; Anesthetic bind: -9%; Pol iota inh: 47%; Pol beta inh: 1%; BLM helicase inh: -3%; POLH inh: 1%; PGK inhibitor: 8%; APE1 inh: -7%; RXFP1 antagonist: -11

How did Cc1cccc2cc(CN(C(=S)NCC(C)C)C3CCCC3)c(=O)[nH]c12 do in these assays?
Pol kappa inh: -7%; Anesthetic bind: -8%; Pol iota inh: 13%; Pol beta inh: -12%; BLM helicase inh: 4%; POLH inh: -7%; PGK inhibitor: inactive; APE1 inh: -3%; RXFP1 antagonist: 0

How did NC(=O)C1(N2CCCCC2)CCN(C(=S)Nc2ccc(S(N)(=O)=O)cc2)CC1 do in these assays?
Pol kappa inh: -10%; Anesthetic bind: 1%; Pol iota inh: inconclusive; Pol beta inh: -1%; BLM helicase inh: 4%; POLH inh: -11%; PGK inhibitor: 1%; APE1 inh: 18%; RXFP1 antagonist: 4

How did CC(OC(=O)c1ccc(NS(=O)(=O)c2ccc3[nH]c(=O)[nH]c3c2)cc1)C(N)=O (stereo not given) do in these assays?
Pol kappa inh: -5%; Anesthetic bind: -2%; Pol iota inh: 41%[activator]; Pol beta inh: 7%; BLM helicase inh: -3%; POLH inh: -15%; PGK inhibitor: -9%; APE1 inh: 2%; RXFP1 antagonist: -3

Results for CC(C)(C)c1ccc(C(=O)NCc2nnc(SCC(=O)N3CCCc4ccccc43)n2-c2ccccc2)cc1 ?
Pol kappa inh: 7%; Anesthetic bind: -8%; Pol iota inh: 17%; Pol beta inh: 0%; BLM helicase inh: -3%; POLH inh: -12%; PGK inhibitor: -7%; APE1 inh: 4%; RXFP1 antagonist: 7

Copied from the results shown, 2 compounds:
What do the screens show for `COc1ccc(N2C(=O)C3CCCN3C2c2ccc(Cl)cc2)cc1` (stereo not given)?
Pol kappa inh: -1%; Anesthetic bind: -4%; Pol iota inh: 24%; Pol beta inh: -2%; BLM helicase inh: -2%; POLH inh: -6%; PGK inhibitor: 5%; APE1 inh: -1%

What do the screens show for `Clc1ccc(C[n+]2cc(-c3ccccc3)n3c2CCC3)cc1`?
Pol kappa inh: 1%; Anesthetic bind: -1%; Pol iota inh: 73%[activator]; Pol beta inh: 7%; BLM helicase inh: 3%; POLH inh: -18%; PGK inhibitor: -2%; APE1 inh: 2%; RXFP1 antagonist: 22

The list is partial; rates above refer to the full screens.
